Cdc25B block = inhibitors of human Cdc25B phosphatase. P30305. recombinant Cdc25B, OMFP fluorescence Ex485/Em525. inhibition, %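 (compounds tested at 10 µM final in the well)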. actives 0.1% (n = 65,000); in the data active = inhibition above about 50%
MMP-13 inhibitor = blocks human MMP13 activity. inhibition, % at 4 µM. P45452. MMP-13 fTHP FRET cleavage, Mca fluorescence. actives 0.07% (n = 65,000). AID 570;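 active = inhibition above the mean of compound-free control plate wells plus 3 SD, cut at about 14% in these data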;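 also: 0% = DMSO wells and 100% = wells with reference MMP-13 inhibitor after basal subtraction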
MKP-1 inh = blocks human MKP-1 phosphatase activity; P28562; recombinant MKP-1, OMFP hydrolysis fluorescence; inhibition, %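 (compounds tested at a single concentration somewhere between 10 and 100 µM)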; actives 0.15% (n = 65,000); AID 374;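 active = inhibition above about 50%, limit read from the data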;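 also: 0% = DMSO max control wells and 100% = wells with enzyme stopped by NaOH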
Target sequence (P28562 whole entry, looked up): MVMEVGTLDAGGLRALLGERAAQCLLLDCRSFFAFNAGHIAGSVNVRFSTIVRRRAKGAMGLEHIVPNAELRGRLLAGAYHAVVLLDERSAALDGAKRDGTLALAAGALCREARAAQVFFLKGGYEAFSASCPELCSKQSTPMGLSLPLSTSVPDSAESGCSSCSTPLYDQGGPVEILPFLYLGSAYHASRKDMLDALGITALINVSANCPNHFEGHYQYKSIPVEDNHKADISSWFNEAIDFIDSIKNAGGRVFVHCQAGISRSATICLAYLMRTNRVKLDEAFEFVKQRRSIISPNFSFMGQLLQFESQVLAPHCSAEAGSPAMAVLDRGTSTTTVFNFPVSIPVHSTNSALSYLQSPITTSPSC
PKA kinase inh = inhibitors of human protein kinase A | inhibition, % at 6 µM | actives 0.1% (n = 65,000) | PKA Kemptide phosphorylation, Kinase-Glo ATP luminescence;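 active = inhibition above the screen-wide mean inhibition plus 3 SD, cut at about 21% in these data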; also: many of its hits are not listed in these tables
JNK3 blocker = inhibitors of human JNK3 kinase; actives 0.61% (n = 60,000); purified JNK3 kinase activity, HTS; inhibition, % at 8 µM; P53779; AID 746; in the data active = inhibition above about 17%;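 also: 0% = DMSO and 100% = reference inhibitor; many of its hits are not listed in these tables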
Jurkat tox 60K = cytotoxicity toward Jurkat cells; Jurkat E6.1 viability, ATP luminescence, 48 h; inhibition, % at 4 µM; actives 1.2% (n = 56,000); AID 463;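 active = inhibition above the mean inhibition of all tested compounds plus 3 SD, cut at about 28% in these data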
ROCK2 blocker = inhibitors of human Rho kinase 2; O75116; purified ROCK2, Kinase-Glo ATP depletion luminescence; inhibition, % at 6 µM; actives 0.35% (n = 60,000);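 active = inhibition above the screen-wide mean inhibition plus 3 SD, cut at about 18% in these data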;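 also: plate controls were DMSO wells for no effect and Y-27632 control wells after no-enzyme background subtraction for full effect; many of its hits are not listed in these tables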
TNAP act DEA = activates human TNAP at intermediate phosphate acceptor concentration; activation factor at 20 µM; 64,000 tested, under 10 active; AID 813; P05186; purified TNAP, CDP-star luminescence, 100 mM DEA, 30 min; hits give high values; scale: 0 levamisole-inhibited, 1 vehicle-only enzyme;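 active = activation factor of at least 2 at 20 µM, relative to controls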
Target sequence (P05186 whole entry, looked up): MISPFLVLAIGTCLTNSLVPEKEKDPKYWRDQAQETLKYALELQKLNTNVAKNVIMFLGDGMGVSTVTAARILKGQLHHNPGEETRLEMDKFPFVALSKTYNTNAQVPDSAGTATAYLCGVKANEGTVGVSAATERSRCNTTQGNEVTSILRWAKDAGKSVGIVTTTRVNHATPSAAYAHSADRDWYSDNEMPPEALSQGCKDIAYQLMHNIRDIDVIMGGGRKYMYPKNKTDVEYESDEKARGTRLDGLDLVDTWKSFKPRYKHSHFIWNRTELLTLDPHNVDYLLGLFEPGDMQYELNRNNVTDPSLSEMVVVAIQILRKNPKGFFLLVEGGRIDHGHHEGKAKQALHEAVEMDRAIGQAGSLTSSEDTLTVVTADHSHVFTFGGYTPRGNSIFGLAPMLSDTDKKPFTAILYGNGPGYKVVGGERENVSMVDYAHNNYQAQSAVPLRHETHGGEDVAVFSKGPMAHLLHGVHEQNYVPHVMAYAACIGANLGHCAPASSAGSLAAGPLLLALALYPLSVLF
HEK293 NFkB inh = inhibitors of the PMA/ionomycin-induced NF-kB reporter in HEK293 cells; HEK-293 NF-kB luciferase reporter, luminescence; inhibition, % at 3 µM; actives 0.21% (n = 62,000);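 active = inhibition above the mean of all tested compounds plus 3 SD, cut at about 40% in these data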;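 also: 0% = stimulated DMSO wells and 100% = 10 µM reference inhibitor 5653914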
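System: NF-kB luciferase reporter HEK-293 cells | Replication: Single test | Control set: DMSO vs reference inhibitor | Evaluation: % inhibition | Schedule: 1 h pretreatment, 16 h stimulation, 37 °C | Probe or stimulus: PMA with ionomycin | Compound dosing: One dose, 3 µM | Detection: Luciferase luminescence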
Numbers without * were called inactive; . = no result given; [ ] = another dose, or the depositor's remark.

SMILES	Cdc25B block	MMP-13 inhibitor	MKP-1 inh	PKA kinase inh	JNK3 blocker	Jurkat tox 60K	ROCK2 blocker	TNAP act DEA	HEK293 NFkB inh
CCOC(=O)N1CCN(C(=O)CSc2nnc(-c3cc(OC)cc(OC)c3)o2)CC1	-14	0	-1	-3	0	2	0	0.9	23
O=C(CC(c1ccco1)S(=O)(=O)c1ccccc1)c1ccc(F)cc1 (configuration not stated)	-39	1	-4	4	-2	.	1	0.9	.
O=C(NCC(F)(F)F)Nc1ncccn1	-3	-7	-3	3	-2	-5	6	0.8	4
c1ccc2[nH]c(CSc3ncnc4c3oc3ccccc34)nc2c1	11	-6	-24	12	19*	8	5	1	22
Cn1nnnc1SCC(=O)NC(C)(C)C	-7	6	-8	4	.	.	.	0.9	-2
COC(=O)c1c(C)[nH]c(C(=O)CN2CCOCC2)c1C	-28	5	20	5	1	-5	2	0.9	8
CS(=O)(=O)N(CC(N)=O)Cc1ccc(Cl)cc1	-3	3	11	0	-3	-6	-1	0.9	8
O=C(C1CCN(S(=O)(=O)c2cccc3cccnc23)CC1)N1CC=C(c2ccccc2)CC1	-7	-5	32	3	-3	6	3	0.9	14
Cc1c(C(=O)NCc2ccccc2)oc2ccc(S(=O)(=O)N3CCCC3)cc12	-6	4	5	8	6	11	-2	0.9	18
CC(NC(=O)NC1CCCCC1)C(c1cccs1)N1CCN(C)CC1 (configuration not stated)	5	3	1	0	-4	1	3	1.1	14
CCc1c(C)sc(NC(=O)c2cnn3cccnc23)c1C#N	-7	5	8	10	12	2	6	1	12
Cc1ccc(S(=O)(=O)N2CCCC(C(=O)NCCCN3CCCCC3C)C2)cc1 (configuration not stated)	2	-2	29	2	2	7	-1	1	18
N#Cc1nn(-c2ccccc2)nc1N1CCCCC1	-10	-128[fluorescence artefact?]	-24	0	1	1	5	0.9	-3
O=C(NCCN1CCCCCC1)c1ccc(CS(=O)(=O)c2ccc(Br)cc2)o1	-4	-6	-1	4	-5	-4	4	0.8	10
COc1ccc2c(C(=O)CN3CC(C)OC(C)C3)c[nH]c2c1 (configuration not stated)	4	-2	-14	0	0	10	-1	1	19
CCC1(C)COC2(OC1)C(=O)Nc1ccccc12 (configuration not stated)	-6	-2	3	4	-2	-7	5	0.9	1
O=C(CSc1nnnn1C1CCCCC1)N1CCCC1	-3	4	-3	3	6	-1	1	1	16
Cc1nn(C)c(C)c1NC(=O)CSc1nc(Cc2ccccc2)nc2c1cnn2-c1ccccc1	9	6	5	5	-3	6	-1	0.9	10
COc1ccc(-c2[nH]ncc2-c2cnc(C)s2)c(O)c1	-7	-2	11	4	2	9	2	1.2	13
O=C1CC(c2ccccc2)CC2=C1CN(C1CCCCC1)CN2 (configuration not stated)	7	-3	-5	3	-11	23	0	1	12
Cn1cccc1C(=O)NC(=O)CSc1cccc[n+]1[O-]	-4	-9	16	0	5	1	0	0.9	20
CC1CCCN(C(=O)c2ccc3nc[nH]c3c2)C1 (configuration not stated)	5	-6	-8	6	5	4	4	1	13
Cn1c(N2CCCC2)nc2c1c(=O)n(Cc1ccc(Cl)cc1)c(=O)n2C	-9	-2	16	5	-2	2	3	0.9	14
O=C(Cn1c(C(=O)N2CCN(C3CCCC3)CC2)cc2sccc21)c1ccccc1	-12	3	14	4	0	-3	6	0.9	9

Rewritten with bars between the fields: 5 of the compounds above.
molecule | Cdc25B block | MMP-13 inhibitor | MKP-1 inh | PKA kinase inh | JNK3 blocker | Jurkat tox 60K | ROCK2 blocker | TNAP act DEA | HEK293 NFkB inh
O=C(Cn1c(C(=O)N2CCN(C3CCCC3)CC2)cc2sccc21)c1ccccc1 | -12 | 3 | 14 | 4 | 0 | -3 | 6 | 0.9 | 9
Cn1c(N2CCCC2)nc2c1c(=O)n(Cc1ccc(Cl)cc1)c(=O)n2C | -9 | -2 | 16 | 5 | -2 | 2 | 3 | 0.9 | 14
Cc1nn(C)c(C)c1NC(=O)CSc1nc(Cc2ccccc2)nc2c1cnn2-c1ccccc1 | 9 | 6 | 5 | 5 | -3 | 6 | -1 | 0.9 | 10
N#Cc1nn(-c2ccccc2)nc1N1CCCCC1 | -10 | -128[fluorescence artefact?] | -24 | 0 | 1 | 1 | 5 | 0.9 | -3
O=C1CC(c2ccccc2)CC2=C1CN(C1CCCCC1)CN2 (configuration not stated) | 7 | -3 | -5 | 3 | -11 | 23 | 0 | 1 | 12

The listing continues:
SMILES	Cdc25B block	MMP-13 inhibitor	MKP-1 inh	PKA kinase inh	JNK3 blocker	Jurkat tox 60K	ROCK2 blocker	TNAP act DEA	HEK293 NFkB inh
Cc1nnc(SCC(=O)Nc2nc(-c3ccccc3)cs2)n1N	-1	-10	12	4	-6	-4	5	0.9	4
CCN(CC)c1ccc2cc(-c3nnc(-c4ccncc4)o3)c(=O)oc2c1	-39	4	13	4	1	.	1	0.9	.
CCC(C#CCN1CCCCC1)(CC)OCCC#N	-7	-11	7	-5	-1	1	1	1	4
CC(C)Cc1[nH]c(=O)c(C#N)c2c1CCCC2	-33	-8	-14	4	-1	.	5	0.9	.
O=C(O)c1ccc(-c2ccccc2)[nH]1	4	-6	27	8	-1	-5	7	0.9	12
Cc1nc2ccccc2c(=O)n1/N=C/c1ccc(O)cc1	2	1	-1	14	2	9	5	1	21
Cn1c(SCC(=O)Nc2cccc(F)c2)nnc1-c1cc2ccccc2o1	-7	1	37	-8	0	15	-10	0.9	15
CC(=O)c1c(NC(=O)C(C)C)nc(C)nc1-c1ccccc1	0	2	17	-6	-1	6	-10	0.9	-22
C(=C\c1ccccc1)/CSc1nnc(-c2ccccn2)n1Cc1ccco1	1	6	4	6	-3	86*	6	0.8	25
COc1ccccc1OCc1ccc(C(=O)OCC2CCCO2)o1 (configuration not stated)	3	1	19	4	-1	6	-1	1	11
CC1CCC/C(=C\Nc2ccccc2C(=O)O)C1=O (configuration not stated)	-7	-33	-24	-5	2	-2	9	1	-14
CC(C)(C)NC(=O)C(c1ccc(OCC(N)=O)cc1)N(C(=O)c1cccnc1)C1CC1 (configuration not stated)	5	2	12	12	2	8	-3	0.9	16
COc1ccc(-c2nnc3sc(COc4ccccc4)nn23)cc1	15	1	-7	0	2	.	1	0.9	.
CCOC(=O)c1ccc2nc(C(F)(F)F)[nH]c(=O)c2c1	-2	-66[fluorescence artefact?]	8	11	1	-5	5	1	0
CN=Cc1sc2ccccc2c1O	1	-6	-9	-7	-5	6	-6	0.9	16
CNC(=O)c1nnn(-c2ccccc2)c1C(=O)NC	0	0	-10	1	-3	6	-3	0.9	14
S=c1[nH]nc(-c2cccnc2)n1Cc1ccccc1	2	2	1	8	-1	-1	-2	0.9	17
Cc1cc(C)cc(OCC(=O)NC2=NCCS2)c1	6	-1	8	0	-2	4	-2	0.9	-5
O=C(Cc1ccccc1)Nc1ccc(CN2CCOCC2)cc1	-13	2	-4	11	1	-1	10	0.9	9
CCOC(=O)C1CCCN(C(=O)C2CCN(Cc3nc(-c4ccc(Cl)cc4)oc3C)CC2)C1 (configuration not stated)	-14	0	30	0	-3	6	-1	0.9	6
C=CCNC(=O)C1CC(=O)N(c2ccc(OCC(=O)Nc3ccc(C)cc3)cc2)C1 (configuration not stated)	-4	-2	25	4	4	6	6	1	21
Cc1cccc(Nc2nc(N)nc(CN3CCN(c4ccccc4)CC3)n2)c1	-5	1	-16	4	-1	3	3	0.9	-2
Cn1c(=O)c2c(nc(OCc3cccnc3)n2Cc2ccccc2)n(C)c1=O	12	6	-22	2	-2	.	-13	1	.
Oc1ccccc1CNCCCNCc1ccccc1O	-2	0	-3	6	3	-4	5	1.3	10
COc1ccc(OC)c(NC(=O)N[C@@H](Cc2ccccc2)C(=O)O)c1	3	-3	21	2	-9	7	-3	1	2
Cc1cc(NC(=O)CCCC(=O)OCC(F)(F)C(F)F)cc(C)c1C(=O)O	-11	0	6	-8	-1	6	-6	1	20
Cc1cccc(N2CCN(C(=O)CCn3c(=S)[nH]c4cc5c(cc4c3=O)OCO5)CC2C)c1 (configuration not stated)	-4	2	36	6	.	.	.	0.9	12
Cn1nccc1C(=O)Nc1ccc(OC(=O)c2ccnn2C)cc1	-24	0	10	8	.	.	.	1	6
COC(=O)c1cccc(NC(=O)C2C3CCC(C3)C2C(=O)O)c1 (configuration not stated)	3	1	15	9	1	-4	6	0.9	19
CC1CC(C)(C)NC(C)c2ccccc21 (configuration not stated)	0	-3	-3	-1	-3	-10	2	0.9	8
Cc1cnc(C(=O)Nc2ccc(F)c(F)c2)cn1	-5	-1	6	9	-2	-8	5	0.9	-3
C=CCNc1ncnc2c1cnn2-c1ccc(Cl)cc1	0	-7	14	3	-3	3	4	1	-42
CC(C)c1nnc(NC(=O)Cc2cccs2)s1	-6	1	-11	8	0	-7	-6	0.9	-9
Cc1nn(CC(C)C)c(=S)[nH]c1=O	6	1	-4	8	1	4	6	1	2
CCOC(=O)c1c(C(=O)OCC)c(C)n(N2C(=O)CSC2=S)c1C	12	6	6	-3	2	0	-1	0.9	13
COc1ccc(CNC(=O)C2CCCN2S(=O)(=O)c2ccccc2)cc1 (configuration not stated)	-9	3	12	-2	2	0	-1	0.9	21
COCCn1c(=O)[nH]c2cc(C(=O)NCCN3CCN(c4cccc(Cl)c4)CC3)ccc2c1=O	.	-5	.	4	.	.	.	0.9	24
CCOc1ccc(S(=O)(=O)Nc2ccc3c(c2)OCO3)c2cccnc12	2	2	-7	0	6	0	1	0.9	4
Cn1c(=O)c2cc(S(=O)(=O)NC(Cc3ccccc3)C(=O)NCc3ccco3)ccc2n(C)c1=O (configuration not stated)	6	-3	12	5	2	9	6	1	14
CCCc1[nH]nc2c1C(c1ccc(OC)c(CSC3=NCCS3)c1)C(C#N)=C(N)O2 (configuration not stated)	-5	-2	28	11	-4	-3	11	1	7
CC(=O)N1CCN(S(=O)(=O)c2ccc(C)cc2)C1C(C)C (configuration not stated)	-2	0	-7	7	5	3	4	1	12
CC(C)CCN(C)C1CCN(C(=O)Nc2c(F)cccc2F)CC1	-7	7	-3	4	-2	-4	-3	1	20
O=C(C1=C(O)C(=O)N(Cc2ccccc2)C1c1ccncc1)c1ccco1 (configuration not stated)	3	7	-1	-4	.	.	.	1	13
O=C(NC1CCCC1)C1c2ccccc2C(=O)N1C1CCCCC1 (configuration not stated)	5	-1	1	6	2	-2	7	0.9	14
CCOc1ccc(OCC)c(NC(=O)CSc2nc3c(c(=O)n(C)c(=O)n3C)n2C)c1	-10	-7	-14	10	4	-7	8	0.9	-4
O=C1c2ccccc2C(=O)N1c1nc(-c2cccs2)cs1	6	0	-17	-2	-3	0	2	0.9	13
O=C(CCSc1ccccc1)Nc1ccc(S(=O)(=O)N2CCOCC2)cc1	9	-1	20	-5	-6	-3	0	0.9	8
O=C(C1CCN(c2ccc(N3CCOCC3)nn2)CC1)N1CCc2ccccc2C1	-7	-22	34	4	3	5	0	1	0
COC(=O)c1ccc(C2/C(=C(/O)c3ccc(OC)cc3)C(=O)C(=O)N2c2cc(C)on2)cc1 (configuration not stated)	8	-1	-11	5	-3	.	9	0.9	.
CCCCCn1c(NC2CCCCC2)nc2c1c(=O)[nH]c(=O)n2C	-4	2	14	-3	1	7	-4	1	12
O=C(CSc1nnc(CNC(=O)c2ccco2)o1)c1ccccc1	-7	-1	-10	4	.	.	.	1	8
COc1cc(NS(=O)(=O)c2ccc(NC(=O)c3ccco3)cc2)nc(OC)n1	-5	-5	3	-8	.	.	.	0.9	23
COC(=O)c1ccc(Cl)c(NC(C)=O)c1	-1	-1	2	7	5	-7	8	1	5
CCSc1nnc(NC(=O)CSc2nc3c(c(=O)n2CC)SC(C)C3)s1 (configuration not stated)	-15	-3	6	14	0	-1	6	0.9	11
Cc1c(OCc2ccccc2)c(=O)ccn1Cc1ccccc1	8	-3	-24	6	3	.	11	0.9	.
O=C(CN(Cc1cccs1)C(=O)CNC(=O)c1ccco1)NC1CCCCC1	-9	-1	6	1	-2	10	5	0.9	5

Source: PubChem
